NCOA2 inhibitor: inhibition of GAL4-SRC2 driven luciferase reporter, primary screen, SRC2 inhibitor project, cell-based, luminescence; Nuclear receptor coactivator 2 (Homo sapiens), Q15596; HEK293 GAL4-SRC2 luciferase reporter; inhibition, % at 9 µM; 0.17% of 370,000 active;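 active = inhibition above the mean inhibition of all tested compounds plus 3 SD, set per campaign, cut at about 52% in these data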;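 also: 0% = DMSO treated cells and 100% = cells given Gossypol at 36 µM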
COUP-TFII inh: NR2F2 transcriptional activity inhibitors, primary screen, cell-based, luciferase reporter, HEK293T, luminescence; COUP transcription factor 2 (Homo sapiens), P24468; HEK293T NGFI-A luciferase reporter; inhibition, % at 8.6 µM; 0.7% of 370,000 active; AID 686940, 2013;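 active = inhibition above a per-plate cutoff, mean inhibition of test wells between control levels plus 3 SD, cut at about 38% in these data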;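 also: cells cotransfected with COUP-TFII expression vector driving the NGFI-A reporter; 0% = median of COUP-TF2 test wells and 100% = reporter-only cells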
NR5A2 inv ag: LRH-1 (NR5A2) inverse agonists, primary screen, cell-based, luminescence, HEK293T, StAR-luciferase reporter; inhibition, % at 3.6 µM; 0.13% of 360,000 active; Nuclear receptor subfamily 5 group A member 2 (Homo sapiens), O00482; AID 602396, 2012; LRH-1 transfected, 24 h;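 active = inhibition above the mean inhibition of all tested compounds plus 3 SD, cut at about 73% in these data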;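 also: 0% = DMSO wells and 100% = reporter-only cells lacking LRH-1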
NOD2-RIPK2 inh: NOD2-RIPK2 binding disruptors in cells, primary screen, fluorescence, CHO cells, BLA complementation. Receptor-interacting serine/threonine-protein kinase 2 (Homo sapiens), O43353. CCF4 ratio. inhibition, % at 4.98 µM. 0.38% of 360,000 active; in the data active = inhibition above about 21%;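 also: 0% = vehicle only and 100% = reference blocker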
TRAIL sens C8: viability loss with TRAIL in NB7+C8 cells, primary screen, TRAIL sensitizer project, cell-based, ATPlite luminescence | inhibition (viability loss, TRAIL sensitization), % at 10 µM | 1% of 360,000 active;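 active = compounds causing at least 50% loss of cell viability in the single-dose screen, relative to plate controls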
EBV LMP1 NFkB: EBV LMP1-driven NF-kappaB luciferase reporter inhibitors, primary screen, cell-based, luminescence, single point. LMP1-induced NF-kappaB luciferase reporter cells. inhibition, % at 12.5 µM. 0.69% of 350,000 active; in the data active = inhibition above about 41%;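 also: 0% = neutral control wells and 100% = reference inhibitor control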
TWEAK-Fn14 inh: inhibitors of TWEAK-Fn14 signaling, primary screen, luciferase reporter cells, uHTS; TWEAK-stimulated Fn14 reporter cells, luciferase luminescence, 8 h; inhibition, % at 10 µM; 2% of 360,000 active; AID 1159606, 2016; in the data active = inhibition above about 50%
TROY NFkB inh: inhibitors of TROY-driven NF-kB signaling, primary screen, Q293 LMP1-TROYcd cells, NF-kB luciferase, uHTS. AID 1347056, 2019. Q293 LMP1-TROYcd NF-kB luciferase reporter, 4 h. 0.98% of 360,000 active. inhibition, % at 10 µM;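 active = compounds whose plate-normalised and pattern-corrected inhibition of the luciferase reporter signal at the single screening dose is 50% or more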
TLR9-MyD88 inh: inhibitors of TLR9-MyD88 association in cells, primary screen, cell-based, CHO, BLA complementation, fluorescence | CCF4 FRET ratio | inhibition, % at 4.98 µM | 0.21% of 340,000 active | AID 504734, 2011;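 active = inhibition above the mean over all tested compounds plus 3 SD, cut at about 21% in these data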;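 also: 0% = DMSO only wells and 100% = clavulanate BLA inhibitor control wells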
SRC1 inh: SRC1 coactivator transcriptional activity inhibitors, primary screen, cell-based, luminescence; HEK293 GAL4-SRC1 luciferase reporter; AID 588354, 2011; Nuclear receptor coactivator 1 (Homo sapiens), Q15788; inhibition, % at 3.6 µM; 0.12% of 360,000 active;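 active = inhibition above the campaign mean plus 3 SD, with each screening campaign given its own cutoff, cut at about 60% in these data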;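 also: 0% = DMSO treated cells and 100% = gossypol at 36 µM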
SRC3 inh: SRC3 coactivator transcriptional activity inhibitors, primary screen, cell-based, luminescence; AID 588352, 2011; HEK293 GAL4-SRC3 luciferase reporter; 0.17% of 360,000 active; inhibition, % at 3.6 µM; Nuclear receptor coactivator 3 (Homo sapiens), Q9Y6Q9;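 active = inhibition above a per-campaign cutoff, the mean of all compounds plus 3 SD, cut at about 60% in these data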;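 also: 0% = DMSO-treated cells and 100% = gossypol-treated cells at 36 µM; higher means less SRC3-driven luciferase light from the GAL4 reporter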
An asterisk follows results filed as active; · = not tested or not shown.

SMILES	NCOA2 inhibitor	COUP-TFII inh	NR5A2 inv ag	NOD2-RIPK2 inh	TRAIL sens C8	EBV LMP1 NFkB	TWEAK-Fn14 inh	TROY NFkB inh	TLR9-MyD88 inh	SRC1 inh	SRC3 inh
Cc1ccc2nc(SCC(=O)Nc3c(C)n(C)n(-c4ccccc4)c3=O)[nH]c2c1	-6.9	14.4	18.9	-6.3	12.0	-4.8	10.2	-3.3	4.4	6.5	7.0
COc1ccc(C(=O)CSc2nc3ccccc3n2CC(=O)NC(C)(C)C)cc1	7.6	1.7	-5.3	-2.0	15.8	9.5	2.9	1.5	2.4	0.5	-12.7
CCCCN(C(=O)c1ccc(S(=O)(=O)N(C)C)cc1)c1ccccc1	10.7	-2.9	-13.7	-7.4	4.3	-0.1	2.7	-7.9	4.2	-18.9	8.3
O=C(NN=C1CCN(Cc2ccccc2)CC1)c1ccccc1O	-40.1	-11.5	-40.8	-9.6	4.7	-21.6	-20.6	-56.9	2.5	-20.4	-16.6
O=C(NCc1cccnc1)c1ccc2c(c1)N(Cc1ccccc1)CCS2	-1.9	-17.4	-0.6	7.0	5.4	-6.9	-3.0	-10.4	6.3	15.6	14.2
Cc1c(Cl)cccc1NC(=O)CCCN1C(=O)CCC1=O	-7.5	0.5	-8.9	3.9	0.3	0.0	8.2	29.1	-2.5	2.7	-0.2
COC(=O)CCSc1nccn1Cc1ccccc1	-18.0	-1.7	12.6	7.8	-2.5	-3.8	2.6	-0.7	3.0	-0.2	-13.0
O=C(NC(c1ccccc1)c1ccccc1)c1ccc(Br)o1	-6.7	-1.3	22.1	-4.3	-13.2	3.6	-18.4	-8.1	9.1	4.8	1.4
Cc1nn(C)c(C(=O)Nc2ccn(Cc3ccccc3F)n2)c1[N+](=O)[O-]	9.2	0.9	12.0	5.9	14.4	-6.7	13.7	-1.6	3.9	7.8	-1.1
C=C(C)COc1ccc2c(C)c(CCC(=O)N3C[C@H]4C[C@@H](C3)c3cccc(=O)n3C4)c(=O)oc2c1	-15.4	-5.0	13.4	-11.5	1.0	5.9	2.2	12.6	7.6	1.4	10.2
CC(=O)Nc1ccc(S(=O)(=O)NC(C)CCc2ccccc2)cc1 (configuration not stated)	0.3	-13.7	1.4	3.5	-9.4	6.1	-11.5	18.6	-0.8	9.9	13.5
Cn1c(O)c(N=Nc2nc(-c3ccccc3)cs2)c2ccccc21	-7.5	5.5	11.7	-1.0	9.9	-22.6	-19.6	-57.9	3.7	-21.8	-20.5
COc1ccc(S(=O)(=O)Cc2ccc(C(=O)N3CCN(c4ccccn4)CC3)o2)cc1	·	·	4.1	-3.2	9.1	0.2	8.5	15.2	-7.2	13.9	-9.0
COc1ccc(-c2nc3ccccc3c(=O)n2NC(=O)c2cccnc2Cl)cc1OC	-8.6	-2.0	7.1	-15.6	0.1	7.8	-0.3	-19.1	-7.5	-3.7	20.1
CCc1sc(C(=O)N2CCN(C(=O)c3ccccc3)CC2)cc1C	-7.6	11.1	8.9	14.2	15.3	12.7	-1.4	4.1	0.2	2.3	26.0
O=C(CSc1nc2ccccc2c(=O)n1-c1ccc(F)cc1)Nc1ccc(Cl)c(S(=O)(=O)N2CCOCC2)c1	-4.6	5.9	15.1	-8.5	-8.5	8.7	31.7	3.0	-12.7	5.2	20.4
CC(=O)N1CCc2c(sc(NC(=O)CN3C(=O)c4ccccc4C3=O)c2C(N)=O)C1	-0.6	11.6	7.5	1.2	2.2	-5.1	-11.8	-5.6	20.2	12.1	-4.4
CCOc1ccc(S(=O)(=O)N2CCOCC2)cc1NC(=O)CSCC(=O)Nc1ccc(C)cc1	15.8	-19.2	3.1	6.6	-2.6	-6.7	10.8	29.1	12.5	-35.5	15.9
COC(=O)c1c(C(=O)OC)c2c(-c3ccccc3)cc3cccc1n32	-9.3	14.3	13.2	-28.9	-11.2	-7.3	8.7	-12.1	-20.2	-28.0	-5.7
COc1cc(/C=C(\C#N)C(=O)N2CCOCC2)cc(Br)c1O	-40.5	28.3	-2.6	-4.9	5.9	3.0	-2.9	-10.7	-1.5	17.9	14.8
COc1ccc(S(=O)(=O)NN(C)c2nc(C(F)(F)F)nc3ccccc23)cc1	4.2	-1.9	6.1	-3.1	-4.0	6.1	15.7	5.8	-10.1	9.4	10.9
Fc1ccc(CNC(=S)Nc2cccc(Cl)c2)cc1	2.0	5.8	27.2	-10.8	-2.9	-1.8	-11.7	8.4	4.2	10.8	4.2
O=C(c1cc(-c2ccncc2)nc2ccccc12)N1CCN(c2ncccn2)CC1	18.6	-5.6	2.8	1.5	-7.5	8.6	8.6	0.4	-2.0	-4.6	-29.5
COc1ccc(NC(=O)NC(C)c2ccccc2)cc1 (configuration not stated)	27.2	4.0	7.2	-5.0	3.9	4.3	-12.3	-13.1	-1.6	-10.2	-0.1

As entered above.
In NR5A2 inv ag, Fc1ccc(CNC(=S)Nc2cccc(Cl)c2)cc1 has 27.2
In NOD2-RIPK2 inh, COc1ccc(NC(=O)NC(C)c2ccccc2)cc1 (configuration not stated) has -5.0

(next part)
SMILES	NCOA2 inhibitor	COUP-TFII inh	NR5A2 inv ag	NOD2-RIPK2 inh	TRAIL sens C8	EBV LMP1 NFkB	TWEAK-Fn14 inh	TROY NFkB inh	TLR9-MyD88 inh	SRC1 inh	SRC3 inh
C/C(=N\Nc1ccc(F)cc1)c1ccc(N2CCOCC2)c(F)c1	-16.9	7.4	12.1	7.7	-11.9	-6.7	16.6	-13.9	-1.0	-8.3	-13.9
O=C(N/N=C/c1cc2ccccc2nc1Cl)c1ccncc1	-5.1	12.5	2.4	-3.8	-1.1	0.8	1.6	12.1	-1.1	3.9	3.6
Cc1ccc2cc(F)ccc2n1	-23.4	-11.7	10.8	-1.3	-11.7	·	15.5	5.6	·	·	·
OCCC1CN(Cc2cccn2-c2ccccn2)CCN1Cc1ccccc1 (configuration not stated)	9.7	-9.1	-5.7	-5.6	3.5	4.8	9.9	15.9	2.0	8.6	22.1
O=C(O)Cc1ccc(N2N=C(c3ccccc3)CC2=O)cc1	-0.9	-14.1	-2.8	1.9	-16.2	·	11.3	0.8	·	2.5	5.6
Cc1c(C(=O)NCC2CCCO2)sc2nc(-c3ccc(F)cc3)cn12 (configuration not stated)	-30.0	-8.3	-39.4	6.8	6.0	-6.9	-7.8	-16.1	-1.3	-7.8	-16.2
CCOC(=O)N1CCN(C(=O)CN(c2cccc(OC)c2)S(C)(=O)=O)CC1	12.6	-8.0	2.5	-7.4	19.3	4.6	-0.6	2.9	1.8	-21.7	16.4
COc1ccc(C(CNC(=O)COc2ccc(Cl)c(C)c2)N2CCCCC2)cc1 (configuration not stated)	-6.2	8.6	-6.9	1.7	-3.9	-5.6	-21.3	-1.1	-0.8	-6.3	11.6
O=C(O)c1cc(-c2ccc(Cl)cc2)n(-c2ccc(F)cc2)n1	-10.3	20.1	-7.2	-7.0	-10.4	-11.5	10.7	12.1	-7.2	7.4	-0.2
Cc1cc(O)c(C(C)C)cc1N=Cc1ccc([N+](=O)[O-])cc1	9.4	3.8	-1.8	-0.4	-20.3	2.0	48.2	3.2	-10.6	-20.9	-13.1
COc1ccc(/C=N/n2c(-c3cc(C)[nH]n3)n[nH]c2=S)cc1	-28.5	-4.9	-15.1	-1.8	1.6	2.2	5.0	24.9	-3.1	0.8	11.1
CNS(=O)(=O)c1c(C)cc(C)c(N(C)S(=O)(=O)c2ccccc2)c1C	0.7	-11.2	8.3	7.7	-4.3	-7.4	-45.4	-10.8	-1.1	-14.4	7.7
COc1ccccc1CN1CC(C(=O)NCCN2CCOC2=O)CCC1=O (configuration not stated)	-39.9	8.3	-7.0	-0.4	-1.0	-2.4	-1.7	5.3	-12.2	-6.6	0.4
COc1ccc2[nH]cc(C(=O)CN3CCCC(C)C3)c2c1 (configuration not stated)	-8.3	-15.8	-17.4	-7.7	-0.8	1.5	19.4	-4.3	1.3	-22.7	12.6
CCC(=O)N1CCCc2cc(S(=O)(=O)NCc3cccs3)ccc21	-18.0	-2.2	4.1	-3.1	14.9	-1.7	-0.1	-11.6	-1.4	4.5	28.7
CN(C)c1nc(SCC(=O)Nc2ccc(Cl)c(Cl)c2)nc(N2CCOCC2)n1	3.9	7.7	17.0	-8.2	23.6	9.5	9.8	43.1	-14.9	-31.1	-6.4
Cc1cc(C)nc(NC(=O)Nc2ccc(F)cc2F)n1	-6.0	10.6	-22.1	-4.8	1.8	-20.2	-7.1	-66.8	-12.0	-34.3	-13.4
CCCC(=O)NCCc1nc2cc([N+](=O)[O-])ccc2n1C	10.3	9.8	15.0	-7.5	-9.7	10.4	-3.5	8.3	-5.7	-12.5	11.0
COc1c(O)ccc(/C=N\NC(=O)c2ccc3c(c2)OCO3)c1[N+](=O)[O-]	-14.5	-11.5	-44.1	-3.2	3.7	-11.0	-11.6	-11.4	-6.3	-12.1	-17.9
COc1ccc(CCNC(=O)C2CCCN(S(=O)(=O)c3cccc4nonc34)C2)cc1OC (configuration not stated)	-19.0	8.7	-11.6	1.1	-1.8	4.5	1.7	-2.0	-16.7	5.1	6.8
Cc1ccc(N(CC(=O)NC2CCCC2)C(=O)CCC(=O)Nc2ccccn2)cc1C	29.4	-14.3	-14.1	-1.4	-24.2	7.7	-17.6	-36.5	-9.7	6.6	4.6
Cc1nn(-c2ccccc2)c2[nH]c(=O)cc(C(F)(F)F)c12	8.7	20.2	5.0	3.9	-16.3	3.2	-5.0	9.1	0.6	4.7	8.9
COc1ccc(C=NNC(=O)c2cc(C)oc2C)cc1O	-50.6	-37.1	-59.9	-25.9	40.4	7.8	-9.6	-59.3	10.4	-48.5	-34.9
O=C1N=C(N2CCOCC2)S/C1=C\c1ccc(-c2ccccc2Cl)o1	1.0	-27.3	-11.2	3.1	-11.8	8.0	-44.1	-27.3	-0.1	-4.5	2.6
COc1ccc(C)cc1S(=O)(=O)N(CC(=O)NCc1ccco1)c1ccc(C)cc1	-18.6	3.0	8.3	-10.6	-1.0	-5.3	6.4	-4.9	6.3	-38.8	-6.4
COc1ccc(OCC(=O)Nc2nc3ccc(NC(C)=O)cc3s2)cc1	-0.7	-5.1	4.9	-8.8	6.0	-6.8	7.0	-9.1	-5.4	-4.2	9.6
COC(=O)c1c(NC(C)=O)sc(C(=O)Nc2ccccc2)c1C	-30.6	-29.6	-45.9	2.9	2.5	-4.0	-35.0	-8.2	2.4	-26.2	-45.3

Screens: PubChem, several laboratories

Some of the compounds tested (hit frequency here may not be typical).
